# Tau fibril FP – tau fibrillization inhibition (FP). K18 P301L tau heparin fibrillization, Alexa594 FP, 6 h. 280,000 compounds, 0.39% hits. Potency, µM (series often up to 57.7 µM), inactives show at the top dose activity, negative = inhibition, usual class: inhibitors. P10636; note: nearly all actives have a fitted effect of over 55% in size
# Target sequence (P10636 561-689 P618L limits assumed): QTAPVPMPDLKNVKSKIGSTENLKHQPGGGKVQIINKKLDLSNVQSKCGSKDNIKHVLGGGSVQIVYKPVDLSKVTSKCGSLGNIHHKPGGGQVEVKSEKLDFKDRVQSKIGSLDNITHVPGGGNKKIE
#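 Human K18 P301L fragment (15 uM unlabeled plus 0.24 uM Alexa 594-labeled) in 100 mM sodium acetate pH 7 with compound, aggregation induced by 20 uM heparin for 6 hr at 37 C. ThT (30 uM) added for 1 hr, then Alexa 594 FP read.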
# Tau fluor counter – counter-screen for tau fibril formation inhibitors. 280,000 compounds, 0.93% hits. tau K18 P301L Alexa594 fluorescence, heparin fibrillization. Potency, µM (titrated, usually from 57.7 µM), without a hit: at the top dose activity change, negative = decrease; note: nearly all actives have a fitted effect of over 55% in size
#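 Human K18 P301L tau (15 uM unlabeled plus 0.24 uM Alexa 594-labeled, final) in 100 mM sodium acetate pH 7 was mixed with compound and 20 uM heparin and incubated 6 hr at 37 C.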
# ALDH1A1 inh – inhibitors of human aldehyde dehydrogenase 1A1; P00352; Purified ALDH1A1, NADH fluorescence, propionaldehyde substrate; Potency, µM (top dose mostly 75.3 µM), for the others: at the top dose activity, negative = inhibition, most hits filed as inhibitors; 220,000 compounds, 7.3% hits; AID 1030; active = well fitted inhibition curve with a large enough effect, not every such curve was filed as active; inconclusive = small, poorly fitted or top-dose-only effect, or another doubt; inactive = no such curve, though single readings can be large or run the other way;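 note: plate controls were no enzyme wells and a reference inhibitor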
# TRb SRC2 PPI – inhibitors of human thyroid hormone receptor beta-SRC2 interaction; TRbeta-SRC2 peptide binding, fluorescence polarization; receptor liganded with 1 µM T3; Potency, µM (highest dose often 106 µM), for inactives: at the highest dose activity change, negative = inhibition, hits mostly inhibitors; AID 1469; 280,000 compounds, 0.065% hits;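 note: plate controls were bound peptide for no effect and peptide without receptor for full effect; nearly all actives have a fitted effect of over 50% in size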
# Target sequence (P10828 whole entry, looked up): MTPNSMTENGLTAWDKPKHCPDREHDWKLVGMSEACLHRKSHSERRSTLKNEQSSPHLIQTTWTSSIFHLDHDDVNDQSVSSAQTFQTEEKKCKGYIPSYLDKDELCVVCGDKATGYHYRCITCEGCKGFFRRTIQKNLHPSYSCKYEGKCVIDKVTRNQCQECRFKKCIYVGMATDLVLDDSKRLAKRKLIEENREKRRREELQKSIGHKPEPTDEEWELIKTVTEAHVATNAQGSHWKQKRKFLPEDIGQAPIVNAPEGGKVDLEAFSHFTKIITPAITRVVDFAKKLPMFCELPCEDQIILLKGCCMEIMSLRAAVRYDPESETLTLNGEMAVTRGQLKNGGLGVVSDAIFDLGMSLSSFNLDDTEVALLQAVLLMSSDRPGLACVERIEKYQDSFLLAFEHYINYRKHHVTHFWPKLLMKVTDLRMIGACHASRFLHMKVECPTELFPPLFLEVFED
#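 Compounds were added to 0.6 uM TRb ligand-binding domain and 20 nM Texas Red-labeled SRC2 peptide in Tris buffer containing 1 uM T3, incubated 5 hr at ambient temperature, then read by fluorescence polarization.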
# aGal spleen mod – inhibitors or activators of human alpha-galactosidase in spleen homogenate. human spleen homogenate, 4MU-alpha-Gal fluorescence, 40 min. Potency, µM (top dose mostly 80 µM), for the others: at the top dose activity change, negative = inhibition, actives largely listed as inhibitors. 240,000 compounds, 0.008% hits;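 note: 0% = enzyme with vehicle and -100% = no enzyme basal signal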
# Target sequence (P06280 32-429 limits assumed): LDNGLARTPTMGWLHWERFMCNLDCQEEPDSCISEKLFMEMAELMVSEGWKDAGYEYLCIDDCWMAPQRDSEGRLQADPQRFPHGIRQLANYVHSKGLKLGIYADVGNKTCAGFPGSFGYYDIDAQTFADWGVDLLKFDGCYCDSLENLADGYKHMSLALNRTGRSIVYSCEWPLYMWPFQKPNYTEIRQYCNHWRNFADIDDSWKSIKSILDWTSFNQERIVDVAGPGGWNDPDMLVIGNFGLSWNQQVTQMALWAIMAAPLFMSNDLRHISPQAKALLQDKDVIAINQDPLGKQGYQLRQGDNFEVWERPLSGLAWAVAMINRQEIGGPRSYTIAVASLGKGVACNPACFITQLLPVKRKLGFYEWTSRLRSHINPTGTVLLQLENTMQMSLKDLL
#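 Human spleen homogenate (1 ug) was the enzyme source, with 4-methylumbelliferyl-alpha-D-galactopyranoside (1 mM final) in pH 5.0 citrate buffer with 0.01% Tween-20. Compounds were titrated; after 40 min at 37C, NaOH/glycine stop, 4-MU fluorescence read; AC50 from Hill fits.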
# TexasRed fluor – Texas Red fluorescence interference in TRb-SRC2 counter-screen; TRb/SRC2 Texas Red total fluorescence interference; Potency, µM (doses to about 106 µM), for the others: top-dose fluorescence change, negative = quenching; 280,000 compounds, 0.29% hits; AID 1479; active = well fitted curve in either direction with a large enough effect; inconclusive = small, poorly fitted or top-dose-only effect
#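 Human TRβ ligand-binding domain (0.6 uM) and Texas Red SRC2 peptide (20 nM) in Tris buffer with 1 uM T3 and 5% DMSO were incubated with pinned compound for 5 hr at ambient temperature. Total fluorescence was computed as S + 2P (555/632 nm).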
# Tau ThT inhib – tau fibrillization inhibition (ThT binding) | recombinant tau K18 P301L (four-repeat tau fragment), heparin-induced fibrillization, ThT fluorescence | Potency, µM (highest dose often 57.4 µM), for the others: at the top dose activity, negative = inhibition, usual class: inhibitors | 270,000 compounds, 2.1% hits | AID 1460; note: nearly all actives have a fitted effect of over 55% in size
#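 K18 P301L tau (15 uM + 0.24 uM Alexa 594-tagged), heparin 20 uM, NaOAc pH 7, 6 h 37 C; ThT 30 uM, 1 h RT, ex 450/em 510 nm.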
# L3MBTL1 inh – blocks human L3MBTL1; Q9Y468; Potency, µM (doses to about 57.1 µM), for the others: at the top dose activity, negative = inhibition, usual class: inhibitors; AlphaScreen L3MBTL1–H3K9me1 peptide binding; 230,000 compounds, 0.66% hits; note: nearly all actives have a fitted effect of over 60% in size
#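 AlphaScreen proximity signal between nickel-chelate acceptor and streptavidin donor beads (final 10 ug/mL) reports binding of 50 nM L3MBTL1 to 75 nM biotin-H3 K9me1 peptide; complex incubated with compounds 30 min at room temperature; cefsulodin titration as control.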
# Starred values were filed as active, the others as inactive; u = inconclusive; x = no result given; [ ] = remark or other dose. Unless noted, calls come from the whole dose curve; as a rule, active = well fitted curve in the direction sought with a large enough effect; inconclusive = small, poorly fitted or top-dose-only effect, or another doubt; inactive = no such curve, though single readings can be large; an effect the other way counts as inactive or inconclusive. Unless noted, % is set by controls: 0 for no effect and ±100 for the full control effect; potency is the fitted concentration of half-maximal effect.
cpd	SMILES	Tau fibril FP	Tau fluor counter	ALDH1A1 inh	TRb SRC2 PPI	aGal spleen mod	TexasRed fluor	Tau ThT inhib	L3MBTL1 inh
1	O=C(Nc1cccc(Br)c1)/C(=C\c1cccnc1)NC(=O)c1ccco1	0.5%	-8.3%	6.9%	-2.1%	0.9%	2.1%	-6.9%	-18.4%
2	O=c1c2c(n3nnnc3n1-c1ccccc1)-c1ccccc1CC21CCCC1	-9.7%	-2.2%	u	4.9%	-18.2%	-1.2%	0.1%	5.3%
3	CC1CN(C(=O)c2ccc(Oc3ccccc3)cc2)CC(C)O1 (stereo unspecified)	3.9%	-2.1%	-1.8%	-4.7%	1.7%	-1.5%	-7.1%	x
4	O=c1c2c(ncn2C2CCCC2)n(Cc2ccccc2)c(=O)n1CCOc1ccccc1	3.0%	5.2%	10.7%	-14.0%[53 µM]	-3.1%	u	4.6%	45.3%[activator]
5	CCOC(=O)c1c(NC(=O)CSc2ncn[nH]2)sc(C)c1C	0.3%	-11.6%	25.1µM*	-26.2%	9.3%	-0.2%	-8.6%	-9.7%
6	Cc1ccc(C(=O)n2nc(-c3ccco3)nc2NCc2cccs2)cc1	-14.4%	-14.0%	x	0.3%	x	4.6%	-3.2%	x
7	C=CCNC(=S)N/N=C/c1cn(-c2ccccc2)nc1-c1ccc(OC)cc1	-3.9%	u	3.7%	-0.6%	-6.6%	-1.1%	-2.0%	-2.7%
8	COC(=O)Cn1c(CN2CCN(c3ccc(F)cc3)CC2)nc2c1c(=O)n(C)c(=O)n2C	3.5%	-2.9%	-13.8%	-4.9%	0.7%	-3.3%	-5.3%	0.2%
9	COc1ccc(C(C(=O)NC(C)(C)C)N(Cc2ccco2)C(=O)CCC(=O)Nc2cc(C)on2)cc1 (stereo unspecified)	5.9%	-13.0%	4.9%	5.1%	6.3%	0.8%	-17.3%	x
10	COc1ccc(C2SCC(C(=O)NCc3ccc(F)cc3)N2C(C)=O)cc1 (stereo unspecified)	-2.9%	-9.4%	-2.3%	-4.3%	-2.7%	-1.8%	-9.4%	x
11	CN(C)CCN(C(=O)c1ccc(S(=O)(=O)N(C)c2ccccc2)cc1)c1nc2cc3c(cc2s1)OCCO3	-4.4%	-23.1%	x	3.2%	3.3%	-0.9%	x	x
12	O=C1CCc2cc(S(=O)(=O)N3CCN(Cc4ccc5c(c4)OCO5)CC3)ccc2N1	-3.8%	-10.0%	u	7.6%	0.9%	2.7%	-2.9%	-6.6%
13	Cc1ccccc1Cn1cccc1/C=C1/C(=N)N2C=CSC2=NC1=O	u	-21.0%	6.6%	-9.4%	-1.0%	5.7%	-9.5%	x
14	CC1=Nc2ccccc2N=C(NC(=O)CN2CCN(c3ccc(F)cc3)CC2)C1c1ccccc1 (stereo unspecified)	-7.0%	-18.3%	x	-6.1%	3.1%	-5.7%	-2.9%	-0.3%
15	COc1ccc(-c2nc(Cn3c(SCc4ccc(F)cc4)nc4ccncc43)c(C)o2)cc1OC	-6.9%	-18.9%	-8.5%	-4.8%	-13.8%	0.8%	u	x

# In another format: 2 of the compounds above.
14. CC1=Nc2ccccc2N=C(NC(=O)CN2CCN(c3ccc(F)cc3)CC2)C1c1ccccc1 (stereo unspecified)
15. COc1ccc(-c2nc(Cn3c(SCc4ccc(F)cc4)nc4ccncc43)c(C)o2)cc1OC

compound no. | 14 | 15
Tau fibril FP | -7.0% | -6.9%
Tau fluor counter | -18.3% | -18.9%
ALDH1A1 inh | x | -8.5%
TRb SRC2 PPI | -6.1% | -4.8%
aGal spleen mod | 3.1% | -13.8%
TexasRed fluor | -5.7% | 0.8%
Tau ThT inhib | -2.9% | u
L3MBTL1 inh | -0.3% | x

# The results go on.
cpd	SMILES	Tau fibril FP	Tau fluor counter	ALDH1A1 inh	TRb SRC2 PPI	aGal spleen mod	TexasRed fluor	Tau ThT inhib	L3MBTL1 inh
16	O=C(Nc1ccccc1[N+](=O)[O-])c1nc[nH]c1C(=O)NCCO	5.0%	-5.5%	u	6.4%	-1.5%	-3.6%	-9.1%	3.5%
17	CC(=O)NCCCc1c[nH]c2ccc(Cl)cc12	4.5%	-5.6%	-0.4%	1.9%	2.4%	-2.2%	-3.0%	-0.1%
18	CCOC(=O)c1[nH]c2ccccc2c1NC(=O)c1ccc(C)c(C)c1	-6.1%	u	x	-2.5%	x	-2.1%	-8.5%	x
19	Cc1cc(=O)c2cc(Cl)ccc2[nH]1	-0.1%	-1.6%	13.5%	2.2%	-7.0%	-0.8%	-3.0%	1.5%
20	CCCc1c(C)nc2ccccc2c1SCCC#N	3.8%	5.6%	18.1%	-9.0%	0.0%	-6.9%	13.8%	40.8%[activator]
21	Cc1cc(OCC(F)(F)C(F)(F)C(F)(F)C(F)F)nc(N)n1	1.4%	-4.3%	-0.6%	-2.6%	0.4%	-4.6%	-1.5%	0.1%
22	COc1ccc(NC(=O)c2cc3c(=O)n(Cc4ccco4)ccc3nc2C)c(OC)c1	-0.7%	-13.8%	x	4.0%	x	1.3%	-11.4%	x
23	Cc1ccc(S(=O)(=O)N2CCC(C(=O)C3C(=O)CCCC3=O)CC2)cc1	1.0%	-0.6%	u	-3.5%	4.3%	-0.5%	-0.9%	x
24	O=C(Nc1cc(S(=O)(=O)N2CCOCC2)ccc1N1CCCC1)c1cnccn1	u	-5.0%	1.4%	3.7%	4.7%	-3.9%	2.1%	3.0%
25	Clc1ccc(-n2c(Cc3ccccc3)nnc2SCc2nc(-c3cccs3)no2)cc1	2.9%	-18.9%	x	-8.3%	x	7.4%	-13.9%	x
26	c1ccc(-c2onc3c2CCCC3)cc1	-5.0%	-10.8%	9.6%	7.8%	0.7%	1.4%	-5.6%	x
27	COc1ccc(NC(=S)Nc2ccc(OCc3ccccc3)cc2)c(OC)c1	u	14.1µM*[quencher]	10µM*	-14.6%	-0.1%	2.2%	u	-28.7%
28	O=C1c2ccccc2C(=O)N1CCCCN(C(=O)c1ccc([N+](=O)[O-])cc1)c1ccc(Cl)cc1	15.7%	-19.4%	1.58µM*	-6.4%	-14.9%	-1.1%	-10.7%	-13.3%
29	CN(c1ccccc1)S(=O)(=O)c1cccc(Cl)c1Cl	-3.9%	-2.5%	x	-0.7%	0.1%	-0.9%	x	x
30	CCCCNC(=O)c1onc(CSc2ccncc2)c1C(=O)NCCCC	1.9%	-7.8%	x	7.3%	13.9%	-0.8%	-2.0%	x
31	COc1ccc(OC)c(S(=O)(=O)NCCS(=O)(=O)N2CCN(c3ccccc3F)CC2)c1	5.2%	-2.5%	x	6.4%	x	-16.2%	7.3%	x
32	Cc1cc(=O)[nH]c(SCC(=O)N2CCc3ccccc3C2)n1	0.0%	-5.3%	u	2.1%	2.3%	1.7%	-3.2%	x
33	CC1=C(C(N)=O)C(c2cccc(F)c2)n2nc(SCc3ccccc3)nc2N1 (stereo unspecified)	-15.1%	5.3%	x	-5.9%	x	-3.3%	12.4%	x
34	CCCOc1ccccc1C1Oc2nc(SC)nnc2-c2ccccc2N1C(C)=O (stereo unspecified)	-2.3%	-8.3%	x	5.3%	x	0.0%	-7.1%	x
35	CCCS(=O)(=O)N1CCN(C(=O)CCC2CCCC2)CC1	0.0%	-2.1%	-4.2%	-9.3%	-2.3%	3.7%	-3.4%	-2.4%
36	CC(/C=C1\SC(=S)N(CCC(=O)Nc2nc(C)cs2)C1=O)=C\c1ccccc1	-10.1%	-20.1%	x	-1.4%	1.4%	-3.6%	u	x
37	Cc1ccc(/C=N\NC(=O)c2cc(OCC(F)(F)F)ccc2OCC(F)(F)F)cc1	-5.3%	4.4%	2.5%	-5.6%	14.5%	-2.7%	-13.1%	-2.1%
38	CSc1ccc(CNc2ccc(Cl)cc2)cc1	7.9%	-29.3%	-11.3%	4.8%	-1.4%	1.3%	-12.6%	14.8%
39	Cc1cc(CNCc2c(C(=O)N(C)Cc3ccccc3)nc3ccccn23)nn1C	2.0%	-9.6%	-8.1%	1.2%	3.0%	-0.8%	-9.2%	2.1%
40	CCNc1ccc2c(Cl)cc(=O)oc2c1	-0.9%	-2.3%	u	-15.0%	11.5%	7.6%	-10.3%	13.9%
41	COc1ccc(S(=O)(=O)NCCOc2ccccc2)cc1-n1cnnn1	0.8%	7.3%	8.91µM*	-0.7%	-5.3%	-1.6%	9.6%	9.7%
42	COc1ccc(CCN2C(=O)CC(C(C)c3ccccc3)C2=O)cc1OC (stereo unspecified)	-4.7%	-13.3%	1.4%	1.5%	-10.2%	-1.4%	-6.8%	9.4%
43	CCCn1c(NCc2c[nH]c3ccccc23)nc2ccccc21	4.8%	-25.2%	12.3%	-1.6%	6.1%	-2.5%	-12.7%	x
44	COc1ccc(N=c2cc(-c3ccc(O)cc3)oc3ccccc23)cc1	-1.4%	u	-4.8%	1.6%	9.5%	1.4%	u	-13.6%
45	O=C1NC(=S)N/C1=C/c1ccc(Oc2ccc(C(F)(F)F)cc2[N+](=O)[O-])c(Cl)c1	15.4%	-6.0%	14.5%	5.4%	1.4%	1.5%	1.9%	15.2%
46	CC(C)NC(=O)c1ccc(Cn2c(SCc3ccc(F)cc3)nc3cccnc32)cc1	-5.4%	11.4%	x	-0.5%	x	-23.2%	7.6%	x
47	CCN(Cc1ccccc1)c1ccc(/C=N/NS(=O)(=O)c2cccc([N+](=O)[O-])c2)cc1	18.0%	7.94µM*[quencher]	6.31µM*	0.3%	-0.5%	4.1%	u	-2.9%
48	COc1ccc(-c2nnn(CC(=O)N3CCN(c4ccc(F)cc4)CC3)n2)cc1	-9.1%	29.8%	x	0.6%	-3.7%	-0.5%	x	x
49	Fc1cccc(-n2c(-c3ccco3)nc3nc4ccccc4nc32)c1	8.7%	12.0%	u	-3.9%	17.1%	-0.3%	-2.2%	-6.7%
50	O=P(Cc1nnco1)(c1ccccc1)c1ccccc1	4.6%	5.3%	10.9%	-0.6%	3.2%	0.0%	6.8%	-2.4%
51	COc1ccc(NC(=O)Nc2nnc(-c3ccco3)s2)cc1	-1.6%	-22.2%	x	-0.8%	-21.1%	-1.7%	-7.6%	x
52	O=C(Cc1ccccc1)NCC(=O)N1CCCCC1	0.7%	1.3%	6.8%	-0.2%	4.8%	1.0%	-0.5%	8.7%
53	Cc1cccc(N2CCN(C(=O)c3ccc(CS(=O)c4cccc(Cl)c4)o3)CC2)c1C (stereo unspecified)	0.1%	-14.4%	x	2.9%	x	0.7%	u	x

# Compound activity (PubChem BioAssay)
